# Bioassay records deposited in PubChem by several laboratories.
# Scp-1 inhibitor: inhibitors of human Scp-1 phosphatase; Recombinant Scp1, phosphopeptide, malachite green phosphate absorbance; inhibition, % at 20 µM; 340,000 tested, 0.88% active;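 active means inhibition above about 50% at 20 µM, limit read from the data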;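 further: plate controls were DMSO wells with enzyme for no effect and wells lacking enzyme for full effect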
# Target sequence (Q9GZU7 76-261 limits assumed): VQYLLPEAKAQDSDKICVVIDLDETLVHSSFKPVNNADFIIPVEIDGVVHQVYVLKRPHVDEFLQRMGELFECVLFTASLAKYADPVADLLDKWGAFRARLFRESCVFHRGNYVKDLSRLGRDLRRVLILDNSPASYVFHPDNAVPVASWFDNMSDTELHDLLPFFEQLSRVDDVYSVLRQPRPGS
#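 System: truncated SCP-1 phosphatase (76-261aa); medium: Tris acetate buffer pH 5.5 with MgCl2 and Tween-20; incubation: 45 min room-temperature reaction, 5 min colour, 30 min stabiliser; compound: single 20 µM dose, 1% DMSO; reagent: Phosphorylated 17-residue peptide substrate; read-out: % inhibition at 20 µM; technique: colorimetric free-phosphate detection, absorbance 630 nm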
# PABP1 MLLE inh: blocks PAM2 peptide binding to the PABP1 MLLE domain; P11940; AID 588489; GST-MLLE / FITC-PAM2 fluorescence polarization; inhibition, % at 20 µM; 360,000 tested, 0.36% active; in the data active means inhibition above about 35%, passing the limit was not always enough;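 further: plate controls were DMSO wells with GST-MLLE for no effect and wells lacking GST-MLLE protein for full effect; some results filed as inactive read as strong as hits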
# LMPTP inh: blocks human LMPTP phosphatase; inhibition, % at 20 µM; 360,000 tested, 0.22% active; recombinant LMPTP-A, OMFP fluorogenic substrate, fluorescence intensity;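 active means compounds that cut the enzyme signal by at least half of the control window in the single-dose screen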;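 further: plate controls were DMSO wells with enzyme plus substrate for no effect and substrate without enzyme for full effect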
# Target sequence (P24666 whole entry, looked up): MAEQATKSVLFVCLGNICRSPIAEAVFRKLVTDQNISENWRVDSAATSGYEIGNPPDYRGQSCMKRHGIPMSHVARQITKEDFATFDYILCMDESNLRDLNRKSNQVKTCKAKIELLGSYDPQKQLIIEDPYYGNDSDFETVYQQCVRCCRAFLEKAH
#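 Assay system: LMPTP-A, protein tyrosine phosphatase of low molecular weight / Medium: pH 6.0 Bis-Tris buffer with DTT and Triton X-100 / Schedule: 50 min enzyme reaction at room temperature, protected from light / Measured by: endpoint fluorescence intensity from OMFP dephosphorylation / Read-out basis: % inhibition relative to no-enzyme and uninhibited control wells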
# NadD block: NadD (S. aureus) enzyme inhibition. purified NadD enzyme, colorimetric absorbance read-out. inhibition, % at 20 µM. 360,000 tested, 0.78% active. AID 602399; in the data active means inhibition above about 26%; further: some compounds past the cut are filed as inactive
# Tb MetRS inh: blocks T. brucei methionyl-tRNA synthetase activity | purified T. brucei MetRS, ATP depletion, Kinase-Glo luminescence | inhibition, % at 11.9 µM | 360,000 tested, 0.4% active | AID 624268;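 active means inhibition above a per-plate cutoff of the control wells' mean inhibition plus 3 SD, cut at about 5.5% in these data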;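 further: 0% = DMSO wells median and 100% = median of wells with control inhibitor compound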
#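 Material: parasite MetRS enzyme / Replication: singlicate, one well per compound / Signal: luminescence of leftover ATP / Schedule: 2 h aminoacylation at 25 °C after 15 min preincubation / Medium: HEPES-MgCl2-KCl buffer plus DTT, spermine, BSA, pyrophosphatase / Doses: 11.9 µM single point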
# Rpn11 inh: Rpn11 (human) deubiquitinase inhibition | AID 588493 | 360,000 tested, 0.59% active | human 26S proteasome, Ub4-pepOG fluorescence polarization; 20S core pre-blocked with epoxomicin | calls only at 20 µM | O00487;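 active means inhibition at 20 µM, scaled to each plate's controls, above about 33%, limit read from the data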
# Target sequence (O00487 whole entry, looked up): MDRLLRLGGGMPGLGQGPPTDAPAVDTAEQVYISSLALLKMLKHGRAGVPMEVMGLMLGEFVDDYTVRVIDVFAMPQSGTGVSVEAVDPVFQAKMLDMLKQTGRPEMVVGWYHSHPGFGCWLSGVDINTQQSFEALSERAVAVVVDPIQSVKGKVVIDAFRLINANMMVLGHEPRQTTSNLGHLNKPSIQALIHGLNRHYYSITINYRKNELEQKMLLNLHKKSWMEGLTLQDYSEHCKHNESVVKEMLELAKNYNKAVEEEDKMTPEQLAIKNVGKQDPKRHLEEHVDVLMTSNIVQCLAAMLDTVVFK
# DNMT1 block: DNMT1 (human) enzyme inhibition. P26358. DNMT1 molecular beacon, Hinp1I cleavage, fluorescence. inhibition (reported as % activation of signal), % at 10 µM. 360,000 tested, 0.83% active; in the data active means inhibition above about 50%
# SUMO1 PPI mod: SUMO1-SIM interaction modulation; SUMO1 binding to a labelled peptide, TR-FRET, 1 h; P63165; 360,000 tested, 0.33% active; AID 602429; inhibition, % at 20 µM; in the data active means inhibition above about 37%
# STEP inh: blocks human striatal-enriched tyrosine phosphatase | P54829 | recombinant STEP, OMFP fluorogenic substrate, fluorescence | inhibition, % at 20 µM | 360,000 tested, 0.25% active | AID 588621;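 active means inhibition at 20 µM, scaled per plate between control wells, above about 37%, limit read from the data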;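 further: 0% = DMSO with enzyme and substrate and 100% = substrate only without enzyme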
#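 System: STEP (striatal-enriched tyrosine phosphatase) enzyme, cell-free; medium: Bis-Tris pH 6.0 buffer with DTT, detergent; dosing: 20 µM, 1% DMSO; times: reaction 20 min, ambient temperature; detection: fluorescence, 480/540 nm; read-out basis: normalized % inhibition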
# CSN inh: blocks human CSN-mediated cullin deneddylation; 360,000 tested, 0.38% active; AID 651999; Purified CSN, SCF-Nedd8-OG deneddylation, fluorescence polarization; inhibition, % at 12.5 µM;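 active means pattern-corrected inhibition above about 35%, with an unprinted fluorescence ratio check between 0.5 and 1.5, limit read from the data, passing the limit was not always enough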;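 further: 0% = enzyme with substrate and 100% = substrate without enzyme; some results filed as inactive read as strong as hits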
# Target sequence (Q92905 whole entry, looked up, one chain of several): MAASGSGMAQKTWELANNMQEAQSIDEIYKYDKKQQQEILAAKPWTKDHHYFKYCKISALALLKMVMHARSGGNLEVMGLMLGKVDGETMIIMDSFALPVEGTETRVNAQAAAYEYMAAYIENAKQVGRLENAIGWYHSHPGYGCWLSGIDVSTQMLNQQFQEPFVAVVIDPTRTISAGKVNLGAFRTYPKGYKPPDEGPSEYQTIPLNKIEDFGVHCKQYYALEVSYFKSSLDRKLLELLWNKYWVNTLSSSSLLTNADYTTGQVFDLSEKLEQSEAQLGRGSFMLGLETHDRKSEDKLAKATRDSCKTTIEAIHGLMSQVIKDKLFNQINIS
#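 assay system = purified human Csn5 enzyme expressed in HEK293T cells | amount = 0.24 nM enzyme | buffer or medium = Tris/NaCl/DTT buffer, pH 7.5 | reagent = 10 nM SCFSkp2-Nedd8OG | compound = one concentration, 12.5 µM, 0.25% DMSO | times = 90 min reaction at room temperature | signal = FP | read-out basis = % inhibition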
# An asterisk follows results filed as active; i = inactive; . = not tested or not shown.
SMILES,Scp-1 inhibitor,PABP1 MLLE inh,LMPTP inh,NadD block,Tb MetRS inh,Rpn11 inh,DNMT1 block,SUMO1 PPI mod,STEP inh,CSN inh
Cc1ccc(NC(=O)CSc2ccc3nnc(CCNC(=O)c4ccccc4)n3n2)c(C)c1,-4,4,-1.1,2,0.0,i,-6,-2,-1,-3
Cn1c(-c2ccc3c(c2)OCO3)cnc1NCc1ccccc1,4,16,-3.4,9,-0.4,i,2,0,-3,-2
O=C(NC(C(=O)c1ccccc1)N1CCCCC1)c1ccccc1 (stereo not drawn),-5,-18,-1.1,-1,-2.4,i,1,0,0,-3
Clc1ccccc1-c1nc2ccccc2c2nc3ccccc3n12,1,2,4.6,2,-0.2,i,-6,-2,3,3
O=C(CCc1ccccc1)NC1C2CC3CC(C2)CC1C3 (stereo not drawn),-2,-3,-1.2,6,-0.6,i,4,-4,-2,-4
Cn1c(=S)[nH]c2c(c1=O)C(C)(C)Cc1ccccc1-2,-4,-5,-0.2,-6,-0.7,i,-1,-3,1,-11
CCc1ccccc1NC(=S)N(CCCN(C)C)Cc1cc2cc3c(cc2[nH]c1=O)OCO3,-5,-44,0.1,-1,-0.5,i,0,3,-1,1
COC(=O)C1=CN(c2ccc(C(C)(C)C)cc2)C(N)=C(C#N)C1c1cccc([N+](=O)[O-])c1 (stereo not drawn),.,.,4.2,.,-0.2,.,.,-2,.,-5
O=S(=O)([O-])C/C(=C\c1ccc(Cl)cc1)c1cc[n+](CCO)cc1,-3,9,0.4,0,-0.3,i,-1,-25,-1,-16
CCOC(=O)c1c[nH]n2c(=S)ncnc12,.,-9,-1.3,3,-0.2,i,2,0,-2,-3
O=C(c1ccc(S(=O)(=O)N2CCCCCC2)cc1)N1CCCC(C(F)(F)F)C1 (stereo not drawn),-6,1,0.4,-1,-0.3,i,2,0,-2,5
Cc1cnc(-c2nnc(N(C)C(=O)C3CCOC3)s2)cn1 (stereo not drawn),0,-11,-1.5,-3,-0.6,i,-2,-13,2,1

# Shown with bars between the fields: 9 of the compounds above.
structure | Scp-1 inhibitor | PABP1 MLLE inh | LMPTP inh | NadD block | Tb MetRS inh | Rpn11 inh | DNMT1 block | SUMO1 PPI mod | STEP inh | CSN inh
Cc1ccc(NC(=O)CSc2ccc3nnc(CCNC(=O)c4ccccc4)n3n2)c(C)c1 | -4 | 4 | -1.1 | 2 | 0.0 | i | -6 | -2 | -1 | -3
Cn1c(-c2ccc3c(c2)OCO3)cnc1NCc1ccccc1 | 4 | 16 | -3.4 | 9 | -0.4 | i | 2 | 0 | -3 | -2
O=C(NC(C(=O)c1ccccc1)N1CCCCC1)c1ccccc1 (stereo not drawn) | -5 | -18 | -1.1 | -1 | -2.4 | i | 1 | 0 | 0 | -3
Clc1ccccc1-c1nc2ccccc2c2nc3ccccc3n12 | 1 | 2 | 4.6 | 2 | -0.2 | i | -6 | -2 | 3 | 3
O=C(CCc1ccccc1)NC1C2CC3CC(C2)CC1C3 (stereo not drawn) | -2 | -3 | -1.2 | 6 | -0.6 | i | 4 | -4 | -2 | -4
Cn1c(=S)[nH]c2c(c1=O)C(C)(C)Cc1ccccc1-2 | -4 | -5 | -0.2 | -6 | -0.7 | i | -1 | -3 | 1 | -11
CCc1ccccc1NC(=S)N(CCCN(C)C)Cc1cc2cc3c(cc2[nH]c1=O)OCO3 | -5 | -44 | 0.1 | -1 | -0.5 | i | 0 | 3 | -1 | 1
COC(=O)C1=CN(c2ccc(C(C)(C)C)cc2)C(N)=C(C#N)C1c1cccc([N+](=O)[O-])c1 (stereo not drawn) | . | . | 4.2 | . | -0.2 | . | . | -2 | . | -5
O=S(=O)([O-])C/C(=C\c1ccc(Cl)cc1)c1cc[n+](CCO)cc1 | -3 | 9 | 0.4 | 0 | -0.3 | i | -1 | -25 | -1 | -16

# Next part
SMILES,Scp-1 inhibitor,PABP1 MLLE inh,LMPTP inh,NadD block,Tb MetRS inh,Rpn11 inh,DNMT1 block,SUMO1 PPI mod,STEP inh,CSN inh
COC(=O)c1ccc(C23CC4(C2)[C@H](CN(Cc2ccc(-c5ccccc5)cc2)[C@@H]4c2ccccc2)C3c2ccccc2)cc1 (stereo partly drawn),-2,-48,1.2,9,-0.4,i,9,-4,-1,106
CCCCN(C(=O)C1CCC1)c1c(N)n(CCC)c(=O)[nH]c1=O,-3,-3,-0.6,2,-0.4,i,4,3,0,-3
CNC(=O)COc1coc(CN2CCN(C(=O)c3ccco3)CC2)cc1=O,-4,12,0.2,-3,-0.4,i,0,9,0,-7
CC(C)N(Cc1ccccc1)C(=O)CN1C(=O)NC(Cc2ccccc2)(c2ccccc2)C1=O (stereo not drawn),-9,-1,-0.2,1,-0.5,i,0,-3,1,-1
N#Cc1nc(Nc2cc(F)cc(F)c2)c2ncn(CC(F)F)c2n1,-4,3,1.1,-4,0.6,i,-2,3,-2,2
CC1(C(=O)O)CCCN(C(=O)C2(c3ccc(Cl)cc3)CCCC2)C1 (stereo not drawn),.,3,0.1,-2,-0.3,i,-6,3,0,1
COc1ccc2oc(C(=O)N3CCN(c4ncccn4)CC3)c(C)c2c1,-2,-6,0.5,-2,0.6,i,-4,3,3,-2
Nc1ccccc1Sc1ccccc1[N+](=O)[O-],1,12,1.0,2,-0.3,i,1,-17,-3,-20
COc1ccc(S(=O)(=O)N(CCCN2CCOCC2)Cc2cccc(OC)c2OC)cc1,-7,-3,-2.3,-2,-0.1,i,-9,-2,-3,-5
COC(=O)[C@]1(Cc2ccccc2)N[C@H](CN(C)C(=O)c2ccc(C)cc2)[C@@H]2C(=O)N(C)C(=O)[C@@H]21,0,11,-2.3,-3,-0.3,i,4,7,-2,3
CN1C(=O)C(O)(C2COC(C)(C)CC2=O)c2cc(Br)ccc21 (stereo not drawn),5,-2,-0.2,-3,0.4,i,-9,-9,0,-1
Cc1ccc(C)c(N2CCN(C(=O)CCS(=O)(=O)c3ccc4c(c3)NC(=O)C(C)S4)CC2)c1 (stereo not drawn),-2,4,2.7,2,-0.3,i,-4,5,1,-8
Cc1nnc(SCc2cc(=O)[nH]c(/N=C(\N)Nc3ccccc3Sc3ccccc3)n2)s1,0,-9,0.1,-4,-0.8,i,-2,0,-3,16
CCN(CC(=O)Nc1ccc2c(c1)OCCO2)CC(=O)Nc1ccc(C)c(S(=O)(=O)N(C)C)c1,-5,0,0.4,3,0.2,i,-16,0,2,-2
CN(C(=O)COC(=O)c1nn(C)c(=O)c2ccccc12)c1c(N)n(Cc2ccccc2)c(=O)[nH]c1=O,2,-10,0.4,-1,-0.3,i,-1,-2,0,0
CCNc1nc(CSc2ccccc2)nc2sc(C)c(C)c12,1,11,2.8,1,-0.7,i,3,2,-2,-2
Cn1cc(C(=O)c2ccc(Cl)cc2)cc1-c1nc2ccccc2n1C,-10,-4,2.0,-1,-0.3,i,-5,1,0,5
N#Cc1ccccc1NC(=O)COC(=O)/C=C/c1ccc(S(=O)(=O)N2CCOCC2)cc1,-2,-4,1.1,-6,-0.1,i,2,-22,1,-2
Cc1ccc(N2C(=O)CC(N3CCN(c4ccccn4)CC3)C2=O)cc1 (stereo not drawn),-4,7,-1.8,8,0.2,i,1,-5,-1,-6
CC1CCN(S(=O)(=O)c2ccc(NC(=O)C3CCN(C(=O)c4ccco4)CC3)cc2)CC1,2,4,-0.6,-2,-0.5,i,-1,4,1,-3
COc1ccc(C(OC(=O)c2ccco2)C(=O)NCc2ccc(C)cc2)cc1 (stereo not drawn),0,9,0.0,-5,0.1,i,-3,-1,-3,2
O=C(Nn1cnnc1)c1cc(-c2cccc(Br)c2)nc2ccccc12,-1,-37,-0.2,11,0.6,i,-4,1,-3,2
O=C(CCC(=O)c1ccc(Br)cc1)Nc1cccc(C(F)(F)F)c1,-12,-12,3.8,-8,0.4,i,-8,10,2,-2
Cn1c(=O)c2c(nc(Cl)n2Cc2ccc(Cl)c(Cl)c2)n(C)c1=O,0,-7,-1.1,0,-0.4,i,1,0,2,3
COc1cccc2[nH]c3c(Cl)ncnc3c12,-5,7,-0.6,0,1.7,i,0,6,1,1
COc1ccccc1OCCOC(=O)Nc1ccccc1,-1,-5,-2.8,-4,-0.4,i,1,-2,-2,-16
CC(C)(C)C1CCC(=O)N2CCC[C@]2(c2ccccc2)C1 (stereo partly drawn),.,.,-2.3,-1,-0.5,.,.,2,.,-2
COc1ccc2cc(C(=O)NCCO)sc(=O)c2c1OC,-4,20,-0.9,-3,-0.1,i,4,-26,1,3
O=c1[nH]cnc2cc(Cl)ccc12,3,-4,-0.2,-4,-0.3,i,0,5,1,-3
COCCOC(=O)c1cc(C(=O)c2cc(F)ccc2O)coc1=N,-9,-19,-0.6,1,-0.5,i,-8,-4,-3,9
COc1ccc2c(c1)C(C)CC(C)(C)N2C(=O)NC1CCCCC1 (stereo not drawn),-4,11,-0.4,6,0.0,i,0,1,0,-1
Cc1ccc(S(=O)(=O)N2CC=C(C(=O)NCCC(C)C)CC2)cc1,-14,9,-0.2,-5,-0.2,i,1,-5,-1,-7
COc1ccccc1-c1nc(SCC(=O)O)n[nH]1,-2,9,-0.2,-1,0.4,i,1,2,1,1
O=C1C(Cl)=C(NC(=O)c2ccccc2)C(=O)C(Cl)=C1NC(=O)c1ccccc1,7,57*,0.4,13,1.0,i,-4,-3,0,0
COc1cc(NS(=O)(=O)c2ccc(N/C=C(\C=O)c3nc4ccccc4o3)cc2)nc(OC)n1,-5,13,0.5,18,-0.2,i,0,0,0,-2
CCN(CC)C(=O)C1=C(C)Nc2ncnn2C1c1cccnc1 (stereo not drawn),-6,11,-0.3,-2,0.3,i,0,-2,0,-1
Cc1cnc(NC(=O)C(C)N2C(=O)C3CC=CCC3C2=O)s1 (stereo not drawn),-5,-8,-0.2,-2,-0.9,i,0,1,0,9
